# FLuc modulator – qHTS profiling assay for firefly luciferase inhibitor/activator using purifed enzyme and Km concentrations of substrates (counterscreen for miR-21 project) | Potency, µM (highest dose often 57.5 µM), for the others: top-dose activity change, negative = inhibition, usual class: inhibitors | purified FLuc, Km substrates, luminescence inhibition | AID 588342, 2011 | Luciferin 4-monooxygenase (Photinus pyralis), P08659 | hit rate 6.9% among 360,000; active = well fitted inhibition curve with a large enough effect; inconclusive = small, poorly fitted or top-dose-only effect;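 note: plate controls were vehicle for no effect and reference inhibitor for full effect; nearly all actives have a fitted effect of over 55% in size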
# Target sequence (P08659 whole entry, looked up): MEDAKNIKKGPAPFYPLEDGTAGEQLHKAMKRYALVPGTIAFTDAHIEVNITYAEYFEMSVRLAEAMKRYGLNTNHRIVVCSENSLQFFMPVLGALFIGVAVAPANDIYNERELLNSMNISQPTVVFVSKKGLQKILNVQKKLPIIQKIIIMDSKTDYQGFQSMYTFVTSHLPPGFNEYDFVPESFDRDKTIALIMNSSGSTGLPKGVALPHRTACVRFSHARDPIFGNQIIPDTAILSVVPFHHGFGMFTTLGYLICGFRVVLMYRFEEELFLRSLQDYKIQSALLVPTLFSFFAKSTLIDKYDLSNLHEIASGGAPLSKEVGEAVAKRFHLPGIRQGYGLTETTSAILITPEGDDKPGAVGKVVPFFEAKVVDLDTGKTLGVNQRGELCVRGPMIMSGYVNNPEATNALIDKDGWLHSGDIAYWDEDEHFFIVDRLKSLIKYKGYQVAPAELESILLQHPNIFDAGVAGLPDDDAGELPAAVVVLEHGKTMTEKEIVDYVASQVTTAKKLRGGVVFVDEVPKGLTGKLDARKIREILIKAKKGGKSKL
#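 Biochemical qHTS of compounds, final roughly 60 µM downward over six points, against 10 nM purified firefly luciferase using Km concentrations of substrates (10 uM D-luciferin, 10 uM ATP) in Tris acetate pH 7.5 buffer; luminescence output.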
# * marks the source's active call; other numbers are inactive results; ? = inconclusive. Potency is the fitted concentration of half-maximal effect. Only part of the results is shown; the hit share may differ from the screen's.
compound,FLuc modulator
CCCCOc1ccc(C2c3c(oc4ccc(C)cc4c3=O)C(=O)N2CCCN(C)C)cc1OCC (centres undefined),0%
CCOc1ccc(-n2nc3ccc(NC(=O)c4ccc(-c5cccc(Cl)c5)o4)cc3n2)cc1,?
O=C(Cn1ccn(-c2cccc(Cl)c2)c(=O)c1=O)NCCc1ccccc1,-8%
Cc1ccc(C(=O)Nc2ccc3[nH]c(=O)c(=O)[nH]c3c2)cc1,?
COc1ccc(Cc2nc3c4cnn(-c5ccccc5Br)c4ncn3n2)cc1,-4%
COc1cccc(C(=O)NC2=NC(c3ccccc3F)CC(=O)N2)c1 (centres undefined),-3%
Cc1ccccc1CNCCCSc1nnnn1-c1ccccc1,0%
COC(=O)c1ccc2nc(C)cc(Nc3ccc(O)cc3)c2c1,-6%
CC(C)OCCCNC(=O)c1ccc(CSc2nc3cccnc3n2Cc2ccccc2)cc1,-13%
CCc1nccn1S(=O)(=O)c1cc(Br)ccc1Br,-10%
Cc1cccc(C(=O)N2CCc3cc(CNC(=O)c4ccco4)ccc32)c1,-12%
CC(C)(C)CC(=O)NCC(c1ccc2c(c1)OCO2)N1CCN(c2ccccc2)CC1 (centres undefined),5%
CCC(=O)N1CCc2cc(S(=O)(=O)CCC(=O)NCc3ccccc3Cl)ccc21,6%
Cc1ccc(NS(=O)(=O)c2ccc3c(c2)CCCN3C(=O)C2CCC2)cc1Cl,?
CCC(Oc1ccccc1)C(=O)Nc1ccc2oc(-c3ccc(OC)cc3)nc2c1 (centres undefined),-2%
COc1ccc(-c2cc(C)no2)cc1S(=O)(=O)NC1CCC(C)CC1 (centres undefined),6%
Cc1cc(C)cc(NC2=C(c3ccccc3)C(=O)c3ccccc32)c1,-13%
Cc1cc(OCC(=O)NCC2(N3CCOCC3)CCCCC2)ccc1Cl,-8%
COc1ccc(OC)c(NS(=O)(=O)c2cc3c(cc2Cl)N(C(C)=O)CCO3)c1,?
CCc1cccc(C)c1NC(=O)c1cc(S(=O)(=O)N2CCCCCC2)cn1C,6%
Cc1nnc2c3ccccc3nc(Nc3ccccc3C(=O)O)n12,?
CC(=O)N1CCN(C(=O)C(=O)Nc2c3c(nn2-c2ccc(Cl)cc2)CSC3)CC1,?
CCOC(=O)N1CCN(C(=O)CN(c2ccccc2F)S(=O)(=O)c2ccc(C)cc2)CC1,2%
Cc1cc(=O)n2nc(N(C)CC(=O)NCc3ccccc3C)sc2n1,-1%
Cc1cc(C)c(NC(=O)Cn2c(SCC(=O)NCc3ccccc3)nc3ccccc32)c(C)c1,-1%
N#Cc1ccc(-c2cccs2)nc1SCc1ccc(Cl)cc1Cl,3%
COc1ccc(-c2nc3sc(CCNC(=O)C(=O)Nc4ccc(C)c(F)c4)c(C)n3n2)cc1,-6%
O=C(NCc1ccc(Cl)cc1)C(=O)NCC(c1ccc2c(c1)OCO2)N1CCOCC1 (centres undefined),-1%
CSc1ncc(C(=O)NCc2ccc(C)cc2)c(-c2ccccc2)n1,2%
Cc1ccc(-n2nc(CO)c(C(=O)NCc3cccs3)n2)cc1C,-14%

# 2 entries from above, field by field:
Cc1cc(C)c(NC(=O)Cn2c(SCC(=O)NCc3ccccc3)nc3ccccc32)c(C)c1
  FLuc modulator: -1%
N#Cc1ccc(-c2cccs2)nc1SCc1ccc(Cl)cc1Cl
  FLuc modulator: 3%

# Other structures:
compound,FLuc modulator
COC(=O)c1ccccc1NC(=O)CCn1c(=O)c2cccn2c2cccnc21,-6%
COc1ccccc1Nc1c2c(nc3ccc(NC(=O)/C=C/c4cccc(OC)c4OC)cc13)CCCC2,-1%
COc1ccc(Cn2c(=O)[nH]c3cc(C(=O)NCCC(C)C)ccc3c2=O)cc1,2%
Cc1nn(-c2ccccc2)c2sc(C(=O)Nc3cccc(Br)c3)cc12,-3%
CCCSc1ncc(Cl)c(C(=O)Nc2ccc(CC)cc2)n1,-10%
COc1ccc(C(=O)NCCn2cc(SC(C)c3ccccc3)c3ccccc32)cc1OC (centres undefined),-7%
COc1ccc(OC)c(NC(=O)Cn2c(=O)c3cccn3c3ccccc32)c1,-2%
Cc1ccc(N2CC(c3nnc(NC(=O)c4ccco4)s3)CC2=O)cc1Cl (centres undefined),-20%
CCN(C(=O)c1cn(CC(C)C)c(=O)c2cc(OC)c(OC)cc12)c1cc(OC)ccc1OC,-3%
Cc1cccc(N(C)S(=O)(=O)c2nnc(NC(=O)c3cccs3)s2)c1,7%
O=C(NCc1ccccc1F)c1cccc(NC(=O)N2CCSc3ncccc32)c1,6%
Cc1cc(NC(=O)c2cccn2-c2nnc(N3CCCCC3)s2)ccc1Br,?
CCCCN(CC)CCNC(=O)C1CCCN(c2ncnc3onc(C)c23)C1 (centres undefined),-2%
Cc1ccc(NC(=O)C2CCCN(S(=O)(=O)c3cccc4cccnc34)C2)c(C)c1 (centres undefined),2%
COc1ccc(NC(=O)CN2CCN(Cc3ccccc3Cl)S2(=O)=O)cc1Cl,-16%
Cc1ccc(Cn2c(SCc3ccc(C(=O)NC4CCCC4)cc3)nc3ccncc32)cc1,-17%
Cc1ccc(S(=O)(=O)C(CNC(=O)C(=O)NCc2ccccc2C)c2cccs2)cc1 (centres undefined),-10%
COc1cc2ccccc2cc1C(=O)Nc1cccc(-c2nc3cc(C)c(C)cc3o2)c1,1.2µM*
CCS(=O)(=O)c1ncc(Cl)c(C(=O)Nc2c(C(=O)c3ccc(C)cc3)oc3ccccc23)n1,-4%
Cc1ccc(C)c(CN2C(=O)c3ccccc3S(=O)(=O)c3ccc(C(=O)N(C)C4CCCCC4)cc32)c1,-1%
Cc1nn(S(=O)(=O)c2ccc(C(C)(C)C)cc2)c(C)c1S(=O)(=O)N1CCC(C)CC1,?
Cc1nc2nc(NC(=O)c3ccccc3F)[nH]n2c(=O)c1Cl,?
Cc1ccc(OCC(=O)Nc2ccc(S(=O)(=O)Nc3cc(C)on3)cc2)c(Br)c1,21µM*
Cc1ccc2[nH]c3c(=O)n(CC(=O)N(C)c4cc(Cl)ccc4C)ncc3c2c1,-5%
CCC(C)NC(=O)c1ccccc1NC(=O)CN1C(=O)c2cccc3cccc1c23 (centres undefined),-1%
Cc1cccc(N2CCN(C(=O)CCn3c(=O)c4cccn4c4cccnc43)CC2C)c1 (centres undefined),1%
CCN1CCC(N(Cc2cccc(OC)c2)C(=O)Nc2ccc(C)cc2Cl)CC1,2%
CCOc1ccc(N(CC)S(=O)(=O)c2cc(Br)cc3c2N(C(C)=O)C(C)C3)cc1 (centres undefined),-14%
COC(=O)c1ccc(C(=O)Nc2ccc(-c3nc4cc(NC(=O)c5ccc(C(=O)OC)cc5)ccc4o3)cc2)cc1,-11%
O=C(Nc1ccc2nc(SCC(=O)N3CCOCC3)sc2c1)c1ccc(F)cc1,21µM*
Cc1ccccc1Cc1c(C)nc2nc(SCC(=O)NC(C)c3ccccc3)nn2c1C (centres undefined),4%
CCOc1ccc(CN(CCc2ccc3c(c2)OCO3)Cc2cc(OC)c(OC)cc2OC)cc1,-2%
CCC(C)NC(=O)c1sc2ncccc2c1-n1c(C)ccc1C (centres undefined),-6%
O=C(CSc1cn(CCNC(=O)c2c(F)cccc2F)c2ccccc12)Nc1ccc2c(c1)OCCO2,?
CCOC(=O)CNC(=O)c1cc2c(=O)n3cccc(C)c3nc2s1,-11%
Cc1ccc(C)c(N2CCN(C(=O)C3CCN(S(=O)(=O)c4ccc5[nH]c(=O)oc5c4)CC3)CC2)c1,5%
Cc1ccc(-c2c3c(=O)n(C)c(=O)n(C)c3c3cnc4ccccc4n23)cc1,-2%
COc1ccc(-c2nc3scc(CCNS(=O)(=O)c4c(C)noc4C)n3n2)cc1,?
CSc1cccc(N2C(=O)N(Cc3ccc([N+](=O)[O-])cc3)c3ccccc3S2(=O)=O)c1,0%
CCOc1ccc(-c2nc(SCC(=O)NCCCOC)c(-c3ccccc3)[nH]2)cc1,?
COc1ccc(N(C)C(=O)Cn2cc(S(=O)(=O)N3CCN(c4ccccc4F)CC3)c3ccccc3c2=O)c(OC)c1,4%
Cc1ccc2c(CC(=O)N(Cc3cccc(Cl)c3)C3CCS(=O)(=O)C3)coc2c1 (centres undefined),-17%
COc1cc(NC(=O)C(CC(C)C)N2Cc3ccccc3C2=O)cc(OC)c1 (centres undefined),-4%
Fc1ccccc1C(NCCc1ccc(Cl)cc1)c1nnc(-c2ccccc2)o1 (centres undefined),-13%
COc1cccc(NC(=O)c2sc3nc(N4CCOCC4)c4c(c3c2N)CC(C)(C)OC4)c1,3%

# Among those listed so far, these contain an NH in an aromatic ring.
compound,FLuc modulator
Cc1ccc(C(=O)Nc2ccc3[nH]c(=O)c(=O)[nH]c3c2)cc1,?
COc1ccc(Cn2c(=O)[nH]c3cc(C(=O)NCCC(C)C)ccc3c2=O)cc1,2%
Cc1nc2nc(NC(=O)c3ccccc3F)[nH]n2c(=O)c1Cl,?
Cc1ccc2[nH]c3c(=O)n(CC(=O)N(C)c4cc(Cl)ccc4C)ncc3c2c1,-5%
Cc1ccc(C)c(N2CCN(C(=O)C3CCN(S(=O)(=O)c4ccc5[nH]c(=O)oc5c4)CC3)CC2)c1,5%
CCOc1ccc(-c2nc(SCC(=O)NCCCOC)c(-c3ccccc3)[nH]2)cc1,?

# Additional compounds follow:
compound,FLuc modulator
COC(=O)c1c(SC)nc2ccccc2c1OCc1ccccc1C,-2%
CCOC(=O)CC(NC(=O)c1cc2cc(Cl)ccc2oc1=O)c1ccc(C)cc1 (centres undefined),-5%
CC1=C(c2ccc(C(C)C)cc2)S(=O)(=O)NC1=NCc1ccc(OC(C)C)cc1,2%
CCC(=O)N1CCc2cc(Br)cc(S(=O)(=O)N3CCCC(C(=O)Nc4cccc(C)c4C)C3)c21 (centres undefined),-13%
Cc1cc(Nc2ccc(C(=O)O)c(O)c2)n2ncnc2n1,3%
Cc1ccc(-c2nc3ccccn3c2Nc2c(C)cccc2C)o1,-7%
Cc1ccccc1Nc1c(-c2ccc(N3CCOCC3)cc2)nc2ccccn12,0.24µM*
O=C(NCC(c1cccs1)S(=O)(=O)c1cccs1)c1ccc(C(F)(F)F)cc1 (centres undefined),-9%
O=C(c1cnc(N2CCCCC2)c2ccccc12)N1CCN(c2cccc(Cl)c2)CC1,-4%
CCn1c(=O)cc(OCC(=O)N(C)c2cc(Cl)ccc2C)c2ccccc21,1%
Cc1ccc(Cl)cc1NC(=O)CSCc1cnn(-c2ccccc2)c1-n1cccc1,1%
COc1ccccc1C1C=C(c2ccc(Cl)cc2)Nc2nc(-c3ccc(Cl)cc3)nn21 (centres undefined),-8%
CCc1cccc(NC(=O)CSc2ncc3c(n2)-c2ccccc2N(CC)S3(=O)=O)c1,-7%
CN(Cc1ccccc1)S(=O)(=O)c1ccc(F)c(C(=O)Nc2cccc(Cl)c2Cl)c1,-13%
CC(C)CC(=O)Nc1nc2c(s1)CC(C(C)(C)C)CC2 (centres undefined),2%
CC1Cc2cc(S(=O)(=O)CCC(=O)Nc3ccc(F)cc3Cl)ccc2N1C(=O)C1CC1 (centres undefined),2%
Cc1ccc(/C=C(\C#N)c2nc3ccccc3c(=O)[nH]2)cc1,-1%
O=C(NCCCN1CCN(c2ccccc2F)CC1)c1sc2ncccc2c1-n1cccc1,1%
CCCCNC(=O)Cn1nc(N2CCN(c3ccccc3OC)CC2)ccc1=O,-4%
COc1cc(OC)c(NC(=O)NCc2ccc3c(c2)CCN3C(=O)c2ccccc2)cc1Cl,?
CCOC(=O)c1cc(S(=O)(=O)Nc2ccc(OC)c(Cl)c2)[nH]n1,?
CCc1cnc2c(c1SCC(=O)NCc1ccccc1)c(=O)n(C)c(=O)n2C,-4%
Cc1ccc(CCNC(=O)CN2C(=O)COc3ccc(S(=O)(=O)N4CCCCCC4)cc32)cc1,-15%
Cc1cccc(-c2nnc(SCC(=O)NC3CCCCC3)o2)c1,-18%
Cc1ccccc1Cn1c2ccccc2c2cnn(CC(=O)NCc3cccc(Cl)c3)c(=O)c21,-5%
CC(C)c1ccc(CNc2nc(-c3ccco3)nn2S(=O)(=O)c2ccc(F)cc2)cc1,2%
Cc1cccc(OCC(=O)Nc2nc3c(s2)CC(C(C)(C)C)CC3)c1C (centres undefined),?
COC(=O)c1ccc2c(c1)N(CC(=O)Nc1cccc(Cl)c1C)C(=O)c1ccccc1S2,-2%
COc1cc(NC(=O)Cn2c(=O)n(-c3ccccc3)c(=O)c3c4c(sc32)CCCC4)cc(OC)c1,-1%
O=C(Nc1ccc(Br)cc1)C(Cc1ccccc1)NS(=O)(=O)c1cccc2nsnc12 (centres undefined),-1%
O=c1c(N2CCc3ccccc3C2)csc2ccc(Cl)cc12,?
Cc1cc(C)c(S(=O)(=O)N2CCC(N3CCN(Cc4ccccc4)C(=O)C3=O)CC2)c(C)c1,-6%
CCOc1ccc(CNC(=O)c2ccc(CS(=O)Cc3ccc(Cl)cc3)o2)cc1 (centres undefined),4%
Cc1c(C(=O)OC2CCCCCC2)[nH]c2c1C(=O)CC(c1ccccc1)C2 (centres undefined),-2%
O=C(CC1(O)C(=O)N(CCc2ccccc2)c2ccc(Br)cc21)c1ccccc1 (centres undefined),-13%
CC1CCc2c(sc3nnn(CC(=O)Nc4c(C(C)C)cccc4C(C)C)c(=O)c23)C1 (centres undefined),1%

# From PubChem BioAssay
